# MBD2 inh: MBD2-methylated oligo binding inhibition | Q9UBB5 | TR-FRET, MBD2 binding to methylated oligonucleotide | inhibition, % at 4.4 µM | 370,000 compounds, 0.31% hits | AID 686964; in the data active = inhibition above about 13%
# Target sequence (Q9UBB5 whole entry, looked up): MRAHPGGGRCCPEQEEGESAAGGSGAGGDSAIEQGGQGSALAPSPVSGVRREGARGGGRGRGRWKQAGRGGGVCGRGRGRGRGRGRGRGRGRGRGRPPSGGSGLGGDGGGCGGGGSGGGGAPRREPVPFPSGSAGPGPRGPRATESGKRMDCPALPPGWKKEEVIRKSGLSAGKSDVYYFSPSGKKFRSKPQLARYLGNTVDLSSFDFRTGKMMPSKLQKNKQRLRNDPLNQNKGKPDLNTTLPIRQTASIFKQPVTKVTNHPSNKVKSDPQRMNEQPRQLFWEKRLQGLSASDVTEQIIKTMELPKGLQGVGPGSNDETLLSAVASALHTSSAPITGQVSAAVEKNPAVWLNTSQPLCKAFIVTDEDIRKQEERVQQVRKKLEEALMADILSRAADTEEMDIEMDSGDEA
# mABHD4 FP: inhibitors of mouse ABHD4; Q8VD66; 370,000 compounds, 0.54% hits; purified mABHD4, FP-Rh probe fluorescence polarization; inhibition, % at 8.92 µM;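 active = inhibition exceeding the mean over every tested compound plus 3 SD, cut at about 30% in these data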;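 also: 0% = plate median of compound wells and 100% = S159A mutant with DMSO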
#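 Assay system: mouse ABHD4 enzyme, wild type / Also added: fluorescent activity-based probe FP-Rh / Doses: single nominal dose of 8.92 µM, 0.89% DMSO final / Timing: 45 min compound pre-incubation plus 60 min probe step, 25 °C / Signal: FP readout, ex 525 nm / em 598 nm / Control set: S159A mutant/DMSO as 100%, compound-well median as 0%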
# HTRA1 inhibitor: blocks human HTRA1 serine peptidase; Q92743; recombinant HTRA1, FP-rhodamine activity-based probe, fluorescence polarization; inhibition, % at 5.96 µM; 340,000 compounds, 0.5% hits; AID 504803; in the data active = inhibition above about 36%;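 also: 0% = enzyme with DMSO and 100% = wells lacking enzyme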
# Target sequence (Q92743 whole entry, looked up): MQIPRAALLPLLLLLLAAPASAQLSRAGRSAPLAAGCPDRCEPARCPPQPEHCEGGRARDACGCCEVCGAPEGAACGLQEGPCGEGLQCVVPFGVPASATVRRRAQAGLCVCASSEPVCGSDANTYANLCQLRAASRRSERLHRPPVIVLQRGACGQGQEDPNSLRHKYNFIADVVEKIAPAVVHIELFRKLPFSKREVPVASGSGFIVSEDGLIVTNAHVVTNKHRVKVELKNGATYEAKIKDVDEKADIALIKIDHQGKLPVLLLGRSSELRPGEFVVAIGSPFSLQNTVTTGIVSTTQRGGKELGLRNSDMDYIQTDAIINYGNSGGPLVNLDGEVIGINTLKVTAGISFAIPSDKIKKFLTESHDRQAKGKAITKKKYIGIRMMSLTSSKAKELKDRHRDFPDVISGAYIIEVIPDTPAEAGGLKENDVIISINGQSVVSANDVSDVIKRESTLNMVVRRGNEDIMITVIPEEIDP
# NR1D1 modulator: modulates human Rev-erb alpha binding to DNA; P20393; Rev-erbα–FITC-DNA binding, fluorescence polarization, 90 min; activity, % at 10 µM; 370,000 compounds, 0.79% hits;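 active = activity above about 14%, limit read from the data; passing the limit was not always enough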;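 also: 0% = DMSO wells with 35 nM protein and 100% = DMSO wells with 750 nM protein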
# LEDGF integ inh: blocks HIV-1 LEDGF/p75-dependent DNA integration; AID 743269; TR-FRET IN-LEDGF/p75 DNA integration, Eu/Cy5; inhibition, % at 3.7 µM; 370,000 compounds, 0.64% hits;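 active = inhibition above the screen-wide mean plus 3 SD, cut at about 13% in these data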;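 also: signal is the Cy5 over europium emission ratio at 671 and 618 nm; 0% = plate median of compound wells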
# rCAG RNA binder: binds r(CAG) RNA repeats; r(CAG) RNA repeat, TO-PRO-1 dye displacement fluorescence; inhibition, % at 3 µM; 370,000 compounds, 1.3% hits;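 active = inhibition above the plate cutoff, the mean of all test compounds on that plate plus 3 SD, cut at about 35% in these data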;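 also: 0% = DMSO alone and 100% = 100 µM mitoxantrone as full dye displacement; higher means more dye released from RNA so lower well fluorescence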
# PG9 binder: small molecules binding HIV-1 gp120 antibody PG9; 360,000 compounds, 0.43% hits; inhibition, % at 6.7 µM; TR-FRET gp120-PG9 antibody binding; AID 624416; in the data active = inhibition above about 8.5%
# TCR CD3 inh: human TCR-CD3 binding inhibition; 360,000 compounds, 0.37% hits; inhibition, % at 9.4 µM; TAMRA-labeled TCR probe fluorescence, biochemical; in the data active = inhibition above about 19%;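 also: recombinant mutant TCR 2C K166C tagged with TAMRA read by polarization; 0% = receptor in buffer alone and 100% = receptor with positive control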
# PRMT1 inh: inhibitors of human PRMT1; inhibition, % at 2.79 µM; Q99873; 370,000 compounds, 1.3% hits; recombinant PRMT1, activity-based probe fluorescence polarization;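 active = inhibition above about 21% made by adding two undisclosed values, limit read from the data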
# UHRF1 MBD2 ctr: UHRF1 methyl-DNA binding inhibition; Q96T88; UHRF1 binding to methylated oligo, TR-FRET; inhibition, % at 4.4 µM; 370,000 compounds, 0.75% hits; AID 687016; in the data active = inhibition above about 21%;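 also: UHRF1 SRA domain binding a hemimethylated CpG hairpin DNA probe; 0% = median of test compound wells and 100% = reference inhibitor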
# The depositor's hits bear a star; nt = no result given. These rows are one share of the data; count on the stated rates, not on these rows.
SMILES,MBD2 inh,mABHD4 FP,HTRA1 inhibitor,NR1D1 modulator,LEDGF integ inh,rCAG RNA binder,PG9 binder,TCR CD3 inh,PRMT1 inh,UHRF1 MBD2 ctr
O=C(NCCCc1ccccc1)C1CCC(=O)N(Cc2ccc(Cl)cc2)C1 (stereo unspecified),6,-2,-1,3,-4,-9,-0.8,-1,4,21*
Nc1ncnc(NCc2ccccc2)c1[N+](=O)[O-],2,4,-1,2,-1,-4,-1.6,-5,3,4
COc1ccc(NC(=O)CN2CCN(CC(=O)Nc3ccc(F)cc3)CC2)c(OC)c1,4,5,8,4,-1,-7,-1.3,-1,2,2
Cc1nnc(SCc2ccc(Cl)cc2)nc1/C=C/N(C)C,-3,-10,-30,-2,3,1,-3.3,1,1,-2
C1=C(c2ccc(-c3ccccc3)cc2)Nc2ncnn2C1c1ccco1 (stereo unspecified),0,-8,-14,1,10,-10,-0.8,4,39*,-2
CC(C)C[C@H]1COc2cc(Br)ccc2S(=O)(=O)N1Cc1cn(Cc2ccc(Br)cc2)nn1,-2,4,nt,4,4,2,nt,nt,-3,1
C/C(=N\NC(=O)Cc1ccc(Cl)cc1)c1ccccc1O,-2,-10,9,3,2,2,0.4,5,-1,-2
Cc1oc2c(C)c(O)ccc2c(=O)c1-c1cnn(-c2ccccc2)c1,1,-14,-25,0,-11,12,-1.4,4,-5,-3
CCCc1cc(=O)n2[nH]c(C(F)(F)F)nc2n1,-5,0,0,3,3,-1,-0.3,4,1,-1
O=C(CSc1ncnc2c1cnn2-c1ccccc1)NCC1CCCO1 (stereo unspecified),-2,6,1,5,-2,-1,-0.4,-2,2,9
COc1cc(O)c(C(CC(=O)N2CCCC(C)C2)c2ccc(N(C)C)cc2)c(OC)c1 (stereo unspecified),4,6,-2,2,2,-3,-1.5,-3,0,-1
CC1(c2ccc(OC(F)F)cc2)NC(=O)N(CC(=O)Nc2ccc(OC(F)F)cc2)C1=O (stereo unspecified),-1,-7,-15,-3,0,1,2.1,1,1,-1
Cc1ccc2oc(=O)c3cnn(CC(=O)Nc4cc(-c5cccc(F)c5)no4)c3c2c1,3,-2,0,3,-1,3,2.0,0,4,-2
O=c1c2[nH]c3ccc(F)cc3c2ncn1Cc1ccncc1,-4,-8,7,8,2,3,0.5,-10,-4,0
Cc1cccc(C)c1NC(=O)C1(N(Cc2ccco2)C(=O)c2ccccn2)CCCC1,0,3,0,10,-6,0,0.3,6,-1,-2
COc1ccc(NC(=O)Nc2ccc3c(c2)C(=O)N([C@H](C)CO)C[C@H](C)[C@@H](CN(C)C(=O)Nc2ccccc2)O3)cc1,0,3,-1,5,-1,8,-0.9,-1,-2,-2
O=C(NC1CCCCC1)c1ccc(Br)o1,-1,3,6,0,-2,-2,-1.2,-2,-2,5
COc1ccccc1CNC(=O)C/C(C)=N/NC(=O)Cc1ccc(Cl)cc1,-2,11,-1,2,1,-2,-2.8,5,1,-1
O=c1nc(N2CCOCC2)ccn1-c1nc(-c2ccccc2)sc1-c1ccccc1,4,-2,6,10,-3,-5,-1.8,6,-2,13
Cc1cc(Cl)c2oc(C(=O)N(C)Cc3cc(C)[nH]n3)c(C)c2c1,-1,2,-12,5,2,-6,-1.2,-2,0,0
COc1ccc(Cl)cc1NC(=O)COC(=O)C1CC(=O)N(Cc2ccccc2)C1 (stereo unspecified),5,6,5,-2,-4,1,0.4,2,2,-2
CCC(C)(C)NC(=O)C(c1ccc(C)cc1)N(Cc1cccnc1)C(=O)c1csnn1 (stereo unspecified),0,3,6,0,-5,-9,-0.7,5,-1,-1
CCOC(=O)c1c(-c2ccc(F)cc2)csc1NC(=O)CCN1C(=O)c2ccccc2C1=O,3,3,-8,0,3,1,-0.1,0,3,3
CCNC(=S)N(Cc1cc2c(C)ccc(C)c2[nH]c1=O)C1CCCC1,-5,0,-6,-6,-2,-2,0.4,-8,5,-1

# A draw from above in order of SMILES length, smallest number first:
SMILES,MBD2 inh,mABHD4 FP,HTRA1 inhibitor,NR1D1 modulator,LEDGF integ inh,rCAG RNA binder,PG9 binder,TCR CD3 inh,PRMT1 inh,UHRF1 MBD2 ctr
O=C(NC1CCCCC1)c1ccc(Br)o1,-1,3,6,0,-2,-2,-1.2,-2,-2,5
Cc1cc(Cl)c2oc(C(=O)N(C)Cc3cc(C)[nH]n3)c(C)c2c1,-1,2,-12,5,2,-6,-1.2,-2,0,0
CCC(C)(C)NC(=O)C(c1ccc(C)cc1)N(Cc1cccnc1)C(=O)c1csnn1 (stereo unspecified),0,3,6,0,-5,-9,-0.7,5,-1,-1

# (list continues)
SMILES,MBD2 inh,mABHD4 FP,HTRA1 inhibitor,NR1D1 modulator,LEDGF integ inh,rCAG RNA binder,PG9 binder,TCR CD3 inh,PRMT1 inh,UHRF1 MBD2 ctr
Cc1nnc(SCC(=O)Nc2ccc([N+](=O)[O-])cc2)n1C,4,-3,-4,5,-2,-3,-1.1,-5,3,1
CCC(CC)NC(=O)c1ccc(Cl)cc1,0,0,3,-2,1,-1,-1.9,-4,-2,1
CC(C)CCOc1cccc(OCC(=O)O)c1,-1,-8,7,-4,1,0,1.5,-6,2,8
NC(=O)C1Cc2ccccc2CN1C(=O)c1cc(C2CC2)nn1-c1ccccc1 (stereo unspecified),4,8,-5,-5,-2,-1,-0.5,1,9,4
CC(=O)N1CCN2C(=O)C1CCCC(=O)c1cc(C(C)C)ccc12 (stereo unspecified),1,1,0,-2,0,0,0.4,8,-1,0
O=C(c1ccco1)N1N=C(c2ccccc2)CC1c1ccc2nccnc2c1 (stereo unspecified),1,-6,-14,-6,3,0,-1.4,-8,4,-6
Cc1cccc(C)c1NC(=S)N1CC(C)OC(C)C1 (stereo unspecified),-1,2,7,3,-2,-3,1.2,-4,-2,-2
COc1ccc(C[C@@H]2CN3C(=NC[C@@H]3C)N2C[C@H](C)NC(=O)CCC2CCCCC2)cc1,2,16,-3,1,52*,-1,1.0,0,1,2
COCCOc1ccc(C(F)(F)F)cc1NC(=O)COC(=O)c1cc[n+]([O-])cc1,-5,-12,-4,-1,6,5,1.4,2,-6,-2
CCOC(=O)c1[nH]c(C)c(C(=O)OCC(=O)N(CC)C2CCS(=O)(=O)C2)c1C (stereo unspecified),-2,12,1,-1,-2,-5,1.1,-8,0,3
Cc1cc2cc(C#N)c(SCC(=O)Nc3nonc3C)nc2cc1C,2,-1,-7,20*,-2,4,-0.9,-1,6,-2
Cc1nnc(SCC(=O)N(Cc2ccccc2)C(C)(C)C)[nH]c1=O,2,-3,-2,4,3,-2,-0.1,3,2,-4

# Profiles as entered above:
# `CCC(CC)NC(=O)c1ccc(Cl)cc1` across the screens: MBD2 inh: 0; mABHD4 FP: 0; HTRA1 inhibitor: 3; NR1D1 modulator: -2; LEDGF integ inh: 1; rCAG RNA binder: -1; PG9 binder: -1.9; TCR CD3 inh: -4; PRMT1 inh: -2; UHRF1 MBD2 ctr: 1
# `Cc1nnc(SCC(=O)Nc2ccc([N+](=O)[O-])cc2)n1C` across the screens: MBD2 inh: 4; mABHD4 FP: -3; HTRA1 inhibitor: -4; NR1D1 modulator: 5; LEDGF integ inh: -2; rCAG RNA binder: -3; PG9 binder: -1.1; TCR CD3 inh: -5; PRMT1 inh: 3; UHRF1 MBD2 ctr: 1
# `O=C(c1ccco1)N1N=C(c2ccccc2)CC1c1ccc2nccnc2c1` (stereo unspecified) across the screens: MBD2 inh: 1; mABHD4 FP: -6; HTRA1 inhibitor: -14; NR1D1 modulator: -6; LEDGF integ inh: 3; rCAG RNA binder: 0; PG9 binder: -1.4; TCR CD3 inh: -8; PRMT1 inh: 4; UHRF1 MBD2 ctr: -6

# Carrying on:
SMILES,MBD2 inh,mABHD4 FP,HTRA1 inhibitor,NR1D1 modulator,LEDGF integ inh,rCAG RNA binder,PG9 binder,TCR CD3 inh,PRMT1 inh,UHRF1 MBD2 ctr
CCCCc1sc(-c2c(C#N)c(N)nc3c2CCCCC3)cc1[N+](=O)[O-],3,3,-3,2,1,0,-0.2,-1,-1,2
O=C1Cc2ccccc2N1c1ccccc1,-4,1,0,-5,-5,0,-1.0,-1,1,1
COC(=O)N/N=C/c1ccc(-c2ccc(Cl)c(Cl)c2)o1,3,-8,-31,2,1,4,-2.2,5,-1,-2
CCCOc1ccc(N2C(=O)CC(SC(=N)N3N=C(c4ccccc4)CC3c3ccccc3)C2=O)cc1 (stereo unspecified),0,6,-3,6,-4,8,-0.7,-1,1,-1
C=CC(c1ccccc1)C(C(=O)c1ccccc1)N(C)C (stereo unspecified),3,-1,3,1,2,-3,2.0,8,-2,-2
CCc1cc2c(=O)c(-c3nc4ccccc4n3C)coc2c(CN2CCC(C)CC2)c1O,-4,0,-1,3,2,-1,0.0,7,-3,0
O=c1c2c(n3cnnc3n1-c1ccccc1)-c1ccccc1CC21CCCCC1,-2,-8,1,4,-1,1,-1.5,-4,3,2
COc1ccc(CCNC(=O)CSc2nc(C)nc3c2c(=O)n(C)c(=O)n3C)cc1OC,2,3,1,8,2,0,-0.6,-5,0,1
COc1ccc(NC(=O)[C@@H]2CCCN2S(=O)(=O)c2ccc(Cl)cc2)cc1,3,3,5,5,2,0,-0.5,-5,2,0
CC1(CCc2ccc3c(c2)OCO3)NC(=O)c2ccccc2N1 (stereo unspecified),1,-2,11,2,1,0,0.3,8,-4,-1
CSc1ccccc1NC(=O)Cc1ccc(Br)cc1,-2,-13,-2,3,7,-2,-1.5,6,-1,0
Oc1c(Cl)cc(Cl)cc1/C=N/Nc1ncc(Br)cn1,0,13,13,2,4,2,-0.5,-9,-1,1
Cc1cc(C(=O)OCC(=O)NC(C)c2ccc(F)cc2)c(C)o1 (stereo unspecified),4,6,-1,9,2,0,-1.6,-1,-1,7
O=S(=O)(NC1=NCCCCC1)c1ccc(F)cc1,-4,1,-1,-4,0,-1,-0.9,7,-1,-3
COC(=O)[C@]12C[C@H](CC(=O)NCc3cccc4ccccc34)C(=O)N(CCc3ccc(OC)c(OC)c3)C1=C[C@H](C(C)(C)C)O[C@@H]2C,-4,-22,nt,5,4,7,0.2,-2,1,0
CC(C)C[C@H](NC(=O)c1[nH]cnc1C(=O)N[C@@H](C)C(=O)OC(C)(C)C)C(=O)OC(C)(C)C,-7,-13,-12,-1,4,-8,0.1,4,-2,-2
Cc1ccsc1C1NC(=O)c2c(sc3c2CCN(C)C3)N1 (stereo unspecified),-2,-7,4,3,0,7,-4.0,1,10,-8
CCCNC(=S)Nc1ccc(Cl)cc1C,-5,-6,2,-1,-3,0,0.1,2,-4,0
CC(C)C[C@@H](CO)NS(=O)(=O)c1c(F)cccc1F,2,5,5,-3,1,0,-0.2,0,2,-3
C=CCNC(=O)Nc1ccc(Br)cc1Cl,-1,-4,-4,0,-2,-1,-0.8,2,-3,-3
O=[N+]([O-])c1cccc(COc2ccc(CO)cc2)c1,-1,4,nt,-4,-2,0,-2.7,7,0,-2
CCc1ccc(CSc2nccn2-c2ccccc2)cc1,0,-9,-14,4,-1,-6,0.0,8,-2,-4

# Bioassay records from PubChem BioAssay.
